Screening data (PubChem BioAssay)
Nrf2 ARE act – activators of Nrf2 (ARE) signaling. AREc32 ARE-luciferase reporter (MCF7-derived line), luminescence, 24 h. Potency, µM (top dose mostly 46.1 µM), without a hit: at the top dose activation, hits mostly activators. actives 0.31% (n = 410,000); further: potency means the concentration at half of the fitted maximal effect; % of control where 0% means no effect; nearly all actives have a fitted effect of over 65% in size
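For detection, Steady-Glo was added and plates sat 30 min at RT; before that, AREc32_Fluc cells grown overnight in OPTI-MEM/5% FBS had been treated with 23 nL compound for 24 hr at 37 deg C.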
ATXN viability – viability counter-screen for ATXN expression inhibitors; S2 cells (HEK-293 line with an ATXN2-luciferase reporter) viability, CellTiter-Fluor protease fluorescence, 24 h; Potency, µM (highest dose often 56.7 µM), most hits filed as cytotoxic; actives 0.49% (n = 400,000); AID 651635; further: potency means the concentration at half of the fitted maximal effect; nearly all actives have a fitted effect of over 40% in size
HepG2 viability – HepG2 cytotoxicity, counter-screen for TGF-b inhibitors | actives 0.76% (n = 410,000) | AID 588856 | HepG2 CAGA-GFP viability, ATP luminescence, 18 h | Potency, µM (doses to about 46.1 µM), inactives show top-dose activity change, negative = cytotoxicity, usual class: cytotoxic; further: potency means the concentration at half of the fitted maximal effect; some results filed as inactive show a strong effect at the top dose
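CellTiter-Glo luminescence gave cytotoxicity after 18 hours at 37 degrees C. The cells were HepG2 CAGA-GFP in 1% FBS DMEM, stimulated with 500 pg/mL TGF-beta after compound addition. %Activity was normalised to no-cell wells (complete cell-killing) and DMSO (no toxicity), and curves were fitted and classified.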
CCT chaperon mod – modulators of cytosolic chaperonin (CCT/TRiC) activity; purified chaperonin ATPase assay, HTRF ADP detection, 30 min; activity change, % (concentration not given with the values), hits read low; actives 0.3% (n = 360,000); AID 651819; in the data active means activity change below about -30%; further: on the % scale 0 is the no-effect control and ±100 the full control effect
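We incubate TRiC, 40 or 20 nM final, with library compounds at 76 uM and 10 uM ATP for 30 min at 37 °C. ADP formed is detected with Transcreener HTRF reagents after 30 min at room temperature.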
A549 viability – A549 cytotoxicity, counter-screen for Nrf2 inhibitors | A549 ARE-Fluc cells, CellTiter-Fluor viability, 18-24 h | Potency, µM (top dose mostly 46 µM), inactives show at the highest dose activity change, negative = cytotoxicity, hits mostly inhibitors | actives 0.16% (n = 390,000) | AID 504648; further: potency means the concentration at half of the fitted maximal effect; on the % scale 0 is the no-effect control and ±100 the full control effect
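A549 ARE-Fluc cells in 5% FBS OPTI-MEM, 5000 cells/well, rested 2 h then exposed to compounds in concentration-response for 18-24 h at 37 °C. Viability by CellTiter-Fluor fluorescence (Ex 405/Em 525) after 30 min; luciferase luminescence (BugLite, 15 min, RT) read afterwards.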
Mm-Cpn inhibitor – blocks the Methanococcus maripaludis chaperonin Mm-Cpn | purified Mm-Cpn ATPase, ADP Transcreener TR-FRET | Potency, µM (doses to about 76.9 µM), for the others: top-dose activity, negative = inhibition, actives largely listed as inhibitors | actives 0.031% (n = 330,000) | AID 504842; further: potency means the concentration at half of the fitted maximal effect; on the % scale 0 is the no-effect control and ±100 the full control effect; nearly all actives have a fitted effect of over 80% in size
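Compound-treated chaperonin, 25 nM final, turns over 10 uM ATP at 37°C for 30 min following a 10 min preincubation; ADP generated competes with ADP-d2 for Eu-cryptate antibody, lowering FRET.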
Akt phos inh – inhibitors of Akt phosphorylation; Neuro2A IGF-stimulated pAkt S473 HTRF, 20 min; active compounds read low; activity change, % for hits at 50 µM; actives 0.32% (n = 360,000); in the data active means activity change below about -80%; inconclusive means mostly about -51% to -80%; further: on the % scale 0 is the no-effect control and ±100 the full control effect
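Neuro2A cells in DMEM with 0.5% FBS, overnight at 37 deg C, given compound at single 50 µM final, then IGF (6 nM final) for 20 min at 37 deg C. Lysed; phospho-Akt Ser473 by HTRF after 24 h, 665/615 ratio.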
Nrf2 inh – blocks Nrf2 signaling; A549 ARE-Fluc reporter, luciferase luminescence, 18-24 h; Potency, µM (doses to about 46 µM), for inactives: at the top dose activity change, negative = inhibition, actives largely listed as inhibitors; actives 2.1% (n = 360,000); AID 504444; further: potency means the concentration at half of the fitted maximal effect; on the % scale 0 is the no-effect control and ±100 the full control effect; nearly all actives have a fitted effect of over 60% in size
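Nrf2 activity is the BugLite luminescence, read 15 min after reagent at room temperature, following CellTiter-Fluor cytotoxicity readout (30 min, 37C). Compound titrations were applied for 18-24 h to 5000 A549 ARE_Fluc cells/well in 5% FBS OPTI-MEM.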
TGFb SMAD3 inh – blocks TGF-b signaling. Potency, µM (titrated, usually from 46.1 µM), without a hit: at the highest dose activity, negative = inhibition, usual class: inhibitors. actives 1.2% (n = 410,000). HepG2 CAGA-GFP TGF-b/SMAD3 reporter, GFP fluorescence, 18 h; TGF-beta stimulated, 500 pg/mL final; further: potency means the concentration at half of the fitted maximal effect; on the % scale 0 is the no-effect control and ±100 the full control effect; nearly all actives have a fitted effect of over 65% in size
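TGF-beta reporter screen: HEPG2 CAGA-GFP, 1% FBS, 500 pg/mL TGF-beta final, 18 h; per-cell GFP summed per well; curves fitted and categorized by class.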
The depositor's hits bear a star; i = inactive; u = inconclusive; x = no result given; [ ] = dose if it differs, or a comment. Unless noted, the call rests on the fitted dose curve; in most records, active means well fitted curve in the direction sought with a large enough effect; inconclusive means small, poorly fitted or top-dose-only effect, or another doubt; inactive means no such curve, though single readings can be large; an effect the other way counts as inactive or inconclusive.

Second line of a record: Nrf2 ARE act | ATXN viability | HepG2 viability | CCT chaperon mod | A549 viability | Mm-Cpn inhibitor | Akt phos inh | Nrf2 inh | TGFb SMAD3 inh
- CC1(C)CC2(CCO1)OC(=O)CC2C(=O)Nc1ccc(Cl)cc1[N+](=O)[O-] (stereo unspecified)
→ 0.3% | u | -4% | -0.4 | 0% | -1% | i | 2% | -11%
- COc1cc(/C=C2\SC(=N)N(c3ccc4c(c3)OCO4)C2=O)cc(OC)c1O
→ 4.0% | i | -28% | -0.2 | -11% | 0% | i | 1% | -29%
- CCCN(CCC)C(=O)CN1C(=O)CSc2ccc(S(=O)(=O)N3CCC(C)CC3)cc21
→ 3.2% | u | -30% | x | -4% | x | x | 0% | u
- CCOC(=O)c1ccc(NC(=O)Nc2cc(C)on2)cc1
→ 0.0% | i | -12% | -3.4 | -2%[1.84 µM] | -2% | i | -13% | -23%
- Cc1ccc2cc(CCl)c(Cl)nc2c1
→ 3.2% | i | 1% | 0.7 | 0% | 1% | i | 11% | -2%
- CCOc1ccc(NC(=O)COC(=O)Cn2cnnn2)cc1OCC
→ -0.3% | i | -2% | -0.7 | 18% | 0% | i | 17% | -7%
- CNC(=O)/C(C#N)=C\c1cc(C)n(-c2ccc(N3CCOCC3)cc2)c1C
→ -0.8% | i | 1% | 7.1 | -9% | 0% | i | u | 6%
- NC(=S)NN=C1c2ccccc2-c2ccccc21
→ 16% | 1.4µM* | -111% | 1.2 | 3% | -3% | i | u | 6.3µM*
- Nc1nc(Nc2ccccc2F)sc1C(=O)c1ccc(Cl)cc1
→ 5.4% | i | -43% | x | -6% | x | x | u | u
- O=C(Nc1ccccc1)C1=C[C@@H](c2ccc(C(F)(F)F)cc2)C[C@@H](OCc2ccc(CO)cc2)O1
→ -1.6% | i | -11% | -0.4 | -10% | x | i | u | u
- COc1ccc([C@H]2/C=C\CN(C(=O)c3ccccc3)[C@@H](C)C(=O)N2Cc2ccc(F)cc2)cc1
→ -0.2% | i | 1% | -1.0 | 0% | x | i | -2% | -18%
- O=c1c2ccc(F)cc2sn1-c1ccccc1
→ 23% | 20µM* | -110% | -0.5 | x | x | i | x | 11µM*
- COc1ccc([N+](=O)[O-])cc1NS(=O)(=O)c1cccc(C(=O)OC2CCOC2=O)c1 (stereo unspecified)
→ 0.4% | i | 13% | -1.9 | -17% | 1% | i | -9% | -7%
- CCn1cc(Br)c(C(=O)Nc2ccc(Cl)c(Cl)c2)n1
→ 6.9% | i | -38% | -0.2 | -6% | 0% | i | u | 11%
- O=c1c(Cc2ccc(Cl)cc2Cl)c(O)ccn1Cc1ccc(Cl)cc1
→ 0.3% | i | 1% | 0.0 | -6% | 0% | i | x | 11µM*
- CC(=O)N1CCC(=NNS(=O)(=O)c2cccc([N+](=O)[O-])c2)CC1
→ 0.9% | i | 1% | 0.4 | 0% | -3% | i | -13% | 1%
- Cc1cccc(Cn2c(-c3cccs3)nc3ccccc32)c1
→ 0.7% | i | -11% | x | -7% | x | x | -3% | -11%
- Clc1ccc2ccc3cccnc3c2n1
→ 0.4% | i | -49% | 0.0 | -12% | -1% | i | -16% | -30%
- COc1ccc(/C=C/C(=O)NC(=S)Nc2ccc(S(=O)(=O)Nc3ccc(OC)nn3)cc2)cc1
→ 0.6% | i | -29% | 1.5 | -4% | -2% | i | -5% | 6%
- CSc1cccc(NC(=S)N(CCC(C)C)C2CCN(C(C)C)CC2)c1
→ 3.6% | u | -28% | 0.9 | -17% | 2% | i | -19% | u
- Cc1cc(N2CCN(C)CC2)nc2ccc(NC(=S)N3CCC4(CC3)OCCO4)cc12
→ -0.1% | i | -5% | -1.5 | -3% | -2% | i | 1% | -12%
- CC(=O)Nc1cccc(-c2csc(NCc3ccccc3)n2)c1
→ 8.6% | i | -12% | -0.7 | 6% | -28% | i | 11% | u
- C[C@@H]1CN([C@H](C)CO)C(=O)c2cc(NC(=O)Nc3ccc(F)cc3)ccc2O[C@H]1CN(C)C(=O)Nc1ccc(C(F)(F)F)cc1
→ 6.1% | u | -16% | -2.8 | 6% | u | i | -8% | u
- O=C(CCC(=O)OCC(=O)c1ccc(-c2ccccc2)cc1)Nc1cccc(Cl)c1
→ -0.1% | i | -19% | -2.0 | -1% | -1% | i | 3% | 22%
- Cc1ccc(-c2cc(-c3nnc(SCC(=O)NCC(C)C)n3N)c3ccccc3n2)cc1
→ 3.0% | i | -5% | -0.7 | -12% | 2% | i | -9% | -21%
- O=C(Nc1ccccc1C(=O)N1CCOCC1)C1COc2ccccc2O1 (stereo unspecified)
→ -0.2% | i | -13% | -0.9 | 5% | 2% | i | 9% | -9%
- CCC(=O)N1CCc2cc(S(=O)(=O)NCCC(=O)NCc3ccc(C)cc3)ccc21
→ 4.0% | i | -19% | x | 0% | x | x | u | u
- CCCCC(=O)NC(=S)Nc1cccc(NC(=O)CC)c1
→ 0.2% | i | -12% | -2.1 | -1% | -4% | i | -14% | -1%
- CCc1cc(=O)oc2cc(OCc3ccc(C(=O)O)o3)ccc12
→ -0.7% | i | 2% | -0.8 | 14% | -1% | i | u | -5%
- O=C(O)c1cc2c(cc1Br)OCCCO2
→ 0.2% | i | 1% | -2.2 | 3% | -1% | i | 2% | 9%
- Cc1ccc(Nc2nc(N)nc(-c3oc4ccccc4c3C)n2)cc1
→ 2.2% | i | 3% | -1.2 | u | -1% | i | u | u
- O=C(Nc1ccccc1Cl)c1ccc(S(=O)(=O)N2CCOCC2)cc1
→ 0.2% | i | -10% | -3.2 | -2% | 0% | i | -15% | 0%
- Cc1ccn(CCC(=O)N2CCCC(N3CCN(c4ccccc4C)CC3)C2)n1 (stereo unspecified)
→ -0.3% | i | -3% | 1.5 | x | x | i | x | 11%
- Cc1cc(NC(=O)CCC(=O)N(Cc2ccco2)C(C(=O)NC2CCCCC2)c2ccccc2)no1 (stereo unspecified)
→ 0.3% | i | -26% | 0.2 | -10% | 2% | i | -4% | 1%
- O=C1CC(Cc2ccccc2)C(=O)N1c1ccccn1 (stereo unspecified)
→ -0.6% | i | -4% | 1.3 | 0% | 2% | i | -7% | 0%
- COc1cc(CNc2cccc(C(=O)O)c2)cc(Br)c1OCC(=O)NC(C)(C)C
→ 0.2% | i | 0% | -1.2 | 10% | -2% | i | 0% | -20%
- COC(=O)C(C(=O)OC)C(C(=O)OC)C(C(=O)OC)C(=O)OC
→ -0.8% | i | -3% | 1.5 | 1% | -4% | i | 11% | 0%
- Cc1cccc(NC(=O)c2c(O)c3ccccc3[nH]c2=O)c1
→ 3.6% | i | -3% | -1.2 | 0% | -1% | i | u | 2%
- CCc1ccc(CNC(=O)c2cc3c(=O)n(CC)c4ccccc4c3s2)cc1
→ 0.0% | i | -6% | x | -5% | x | x | u | -29%
- O=C(/C=C\c1ccco1)Nc1cc([N+](=O)[O-])ccc1F
→ 18% | i | 20% | -1.8 | -12% | -2% | i | u | u
- CCC(CC)C(=O)Nc1ccc2nc(SCc3ccccc3)sc2c1
→ -0.2% | u | -18% | x | -1% | x | x | 1% | -2%
- COc1ccc(CCNC(=O)CN2C(=O)COc3ccccc32)cc1OC
→ 2.8% | x | -9% | x | 14% | x | x | x | 38%
- Cc1ccc(C(=O)N2CCCC(c3ccc(Cl)cc3)=N2)cc1
→ 4.0% | i | -32% | -0.3 | -9% | 0% | i | 8% | -10%
- COCCN(C(=O)COC(=O)CSc1ccc(Cl)cc1)c1c(N)n(CC(C)C)c(=O)[nH]c1=O
→ 0.3% | i | -2% | 0.9 | -2% | -1% | i | 12% | -7%
- CNc1ccccc1C(=O)OCC(=O)N(CCOC)c1c(N)n(CC(C)C)c(=O)[nH]c1=O
→ -0.9% | i | -1% | 0.4 | -2% | 0% | i | 12% | 8%
- CCc1nc(SCC(=O)Nc2cc(C)ccc2OC)c2c(C)c(C)sc2n1
→ 0.3% | i | -16% | 2.4 | 1% | 1% | i | -2% | 11%
- Cc1ccccc1CCNC(=O)C1CCC(=O)N(Cc2ccc(Cl)cc2)C1 (stereo unspecified)
→ 3.1% | i | 0% | -1.0 | -12% | 0% | i | -5% | -11%
- Cc1ccc(CN2CCN(C(=O)CCC(=O)Nc3nnc(C(C)C)s3)CC2)c(C)c1
→ -0.4% | i | -47% | 1.2 | 3% | 0% | i | u | u
- O=C(Cc1ccccc1)Nc1nnc(SCC(=O)NC2CCCC2)s1
→ 0.5% | i | -2% | -1.0 | 0% | -6% | i | 0% | 17%
- NC(=O)c1ncn([C@@H]2O[C@H](CNCc3cnc(N4CCOCC4)s3)[C@@H](O)[C@H]2O)n1
→ -0.7% | i | -2% | -1.8 | 1% | x | i | -2% | -8%
- CCOc1ccc(CCNC(=O)COC(=O)C2CCN(c3ccc(C(F)(F)F)cn3)CC2)cc1OCC
→ 0.3% | i | -10% | -0.5 | -3% | 1% | i | -14% | -8%
- O=C(O)c1cccc(NS(=O)(=O)c2cccc(C(=O)Nc3ccccc3[N+](=O)[O-])c2)c1
→ 0.2% | i | 9% | 7.9 | 1% | 0% | i | -3% | 0%
- COc1ccccc1C(=O)Nc1nnc([C@H]2C[C@H](O)[C@@H](CO)O2)s1
→ 4.7% | i | 25% | -1.1 | x | x | x | x | 45%[activator]
- O=C(CSc1nnc(COc2ccc(Cl)cc2)n1Cc1ccco1)N1CCNC1=O
→ -0.8% | i | -2% | 1.5 | 1% | 1% | i | 4% | 5%
- COc1ccc(C(=O)NCCCSC)cc1OC1CCN(C(C)C)CC1
→ -0.8%[9.22 µM] | i | 3% | 3.2 | 2% | -1% | i | 11% | -3%
- Cc1ccc(CN2CCNC2=O)cc1
→ -0.1% | i | -5% | -1.2 | 22% | 2% | i | x | -3%
